Screens as filed in PubChem.
H37Rv inhibition: M. tuberculosis growth inhibition, HTS (AID 449762) | inhibition, % at 25 µM; hits with a dose series show IC50 in µM | 330,000 compounds, 0.59% hits | M. tuberculosis H37Rv growth inhibition, 7H9 media; higher % means a stronger effect; in the data active = a potency from the dose series; inconclusive = inhibition above about 70% without an active follow-up result;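 note: bacterial growth assessed after seven days of incubation; strong numbers were not always called active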
VEEV TC-83 Vero: inhibitors of VEEV TC-83 cytopathic effect, confirmation, Vero cells (AID 588727); inhibition, % at 20 µM, or IC50 in µM where a hit was titrated; 350,000 compounds, 0.13% hits; Vero cells, VEEV TC-83 cytopathic effect inhibition; higher % means a stronger effect; in the data active = a potency from the dose series; inconclusive = inhibition mostly from about 14% at the one dose, without a potency; inactive = the rest, 99 in 100 with inhibition below about 12%; note: strong numbers were not always called active
tuberculosis growth: growth inhibition of non-replicating M. tuberculosis (AID 488890) | Mycobacterium tuberculosis non-replicating, growth inhibition; higher % means a stronger effect | inhibition, % at 25 µM; hits with a dose series show IC50 in µM | 320,000 compounds, 0.39% hits; in the data active = a potency from the dose series; inconclusive = inhibition mostly from about 82% at the one dose, without a potency; inactive = the rest, 99 in 100 with inhibition below about 76%;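 note: plate controls were DMSO cells for no effect and high antibiotic wells for full effect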
Salmonella PhoP GFP: PhoP regulon inhibitors, Salmonella typhi PhoP promoter GFP reporter, confirmatory (AID 1850); Salmonella Typhi PhoP-promoter GFP reporter, fluorescence, 4 h; higher % means a stronger effect; inhibition, % at 50 µM; hits with a dose series show IC50 in µM; 310,000 compounds, 0.33% hits; in the data active = a potency from the dose series; inconclusive = inhibition mostly from about 25% at the one dose, without a potency; inactive = the rest, 99 in 100 with inhibition below about 19%;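 note: 0% = induced wells with vehicle and 100% = uninduced wells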
influenza NS1A: H1N1 influenza NS1A inhibitors, functional cell based assay (AID 504329); NS1A functional cell-based assay, percent inhibition; higher % means a stronger effect; inhibition, % at 12.5 µM, or IC50 in µM where a hit was titrated; 340,000 compounds, 0.3% hits; in the data active = a potency from the dose series; inconclusive = inhibition above about 27% without an active follow-up result; note: strong numbers were not always called active
* = called active by the depositor; i = inactive; ? = inconclusive; / = not tested or not shown.

SMILES	H37Rv inhibition	VEEV TC-83 Vero	tuberculosis growth	Salmonella PhoP GFP	influenza NS1A
CCCn1c(N)c(N2CCCCC2)c(=O)n(CC(=O)Nc2ccccc2C)c1=O	-4%	0.4%	-18%	-4%	4%
CC(=O)N(NC(=O)c1ccccc1Cl)C1CC(=O)N(c2ccc(C)cc2)C1=O (stereo not drawn)	-12%	0.5%	-3%	0%	-1%
COc1cccc(NS(=O)(=O)c2ccc(-n3cccn3)cc2)c1	4%	4.9%	12%	1%	6%
CCOc1nc(-c2ccccc2)ccc1-c1noc(-c2cccnc2)n1	2%	1.9%	8%	5%	0%
CC(NC(=O)COC(=O)CNC(=O)C1CCCCC1)c1ccccc1 (stereo not drawn)	2%	1.1%	-7%	/	11%
CC(C)CC(=O)N1CCN(C(=O)c2cccc(F)c2)CC1	-13%	0.3%	-5%	-3%	-3%
CC1CCN(CCNC(=O)C2CCN(S(=O)(=O)c3cccc4nsnc34)CC2)CC1	-6%	i	14%	0%	-4%
COc1ccc(NC(=O)c2sc(=S)[nH]c2N)cc1	-4%	0.9%	0%	-13%	-2%
O=S(=O)(/C=C/c1ccccc1)Oc1ccccc1	/	i	/	3%	-11%
COc1ccc(OC)c(NC(=O)CN2C(=O)c3ccccc3S2(=O)=O)c1	7%	1.2%	-2%	-5%	-18%
CCOC(=O)C1=C(CS(=O)(=O)c2ccc(F)c(C)c2)NC(=O)NC1c1ccc(O)c(O)c1 (stereo not drawn)	1%	0.3%	-22%	-21%	6%
COC(=O)C(NC(=O)c1ccccc1)=C1CCCCC1	-7%	0.8%	4%	-5%	-6%
CCN(CC)CCCN=Cc1c(O)n(-c2ccc(C)cc2)c(=O)c2ccccc12	8%	2.5%	-8%	-8%	-15%
O=C(C1COc2ccccc2O1)N1CCN(c2ccc(C(F)(F)F)cn2)CC1 (stereo not drawn)	7%	i	67%	/	-14%
CCOC(=O)c1cc2ccc3ccccc3c2oc1=O	6%	i	?	-1%	5%
CC(C)C[C@@H](CNCC(=O)[C@H](CC(C)C)NC(=O)c1[nH]cnc1C(=O)N[C@@H](C)CN)NC(=O)c1nc[nH]c1C(=O)N[C@@H](CC(=O)O)C(=O)O	/	i	/	/	-15%
Cc1ccc(CN2C(=O)CCC2C(=O)NC2CCCC2)cc1 (stereo not drawn)	-5%	2.3%	-4%	-20%	2%
CCc1ccc(NC(=O)C2=CC=CN3CCS(=O)(=O)N=C23)cc1	-2%	2.4%	0%	/	-9%
COc1ccc(C2C(C#N)=C(N)N3C(=C2C#N)Sc2ccccc23)cc1 (stereo not drawn)	1%	/	3%	-57%	/
CN1CCC(C)(O)C2CCCCC21 (stereo not drawn)	-7%	1.4%	1%	-1%	7%

The closing 2 records of the part above lead into the next.
SMILES	H37Rv inhibition	VEEV TC-83 Vero	tuberculosis growth	Salmonella PhoP GFP	influenza NS1A
COc1ccc(C2C(C#N)=C(N)N3C(=C2C#N)Sc2ccccc23)cc1 (stereo not drawn)	1%	/	3%	-57%	/
CN1CCC(C)(O)C2CCCCC21 (stereo not drawn)	-7%	1.4%	1%	-1%	7%
CCCCS(=O)(=O)C1CCS(=O)(=O)C1 (stereo not drawn)	1%	0.7%	-9%	-1%	-7%
Cc1ccccc1C(C(=O)NC1CCCC1)N(C(=O)Cc1cccs1)c1ccc2c(c1)OCCO2 (stereo not drawn)	-4%	0.2%	17%	-8%	10%
COCCN1CCn2c(nc3cc(NC(=O)c4ccc(OC)cc4)ccc32)C1	0%	7.2%	21%	2%	3%
O=C(NCC1CCCO1)c1cc(S(=O)(=O)N2CCOCC2)c(Cl)cc1Cl (stereo not drawn)	/	1.4%	/	/	-1%
O=C(CCNS(=O)(=O)c1ccc(Br)cc1)N1CCN(c2ccccc2O)CC1	56%	8.0%	16%	2%	-9%
CCN(C(=O)CSc1nnc(-c2ccncc2)n1-c1ccccc1)C1CCS(=O)(=O)C1 (stereo not drawn)	12%	1.1%	12%	-8%	-10%
CSCCC(=O)Nc1cc(S(=O)(=O)N2CCOCC2)ccc1N1CCN(C)CC1	-7%	1.0%	-2%	6%	-10%
CCCC12CN3CC(C)(CN(C1)C3c1ccc([N+](=O)[O-])o1)C2=O (stereo not drawn)	?	3.5%	20%	4%	6%
C/C(=N\NC(=O)Nc1ccccc1)c1ccccc1	5%	i	2%	-5%	27%
COc1ccc(NC(=O)CC2C(=O)N(Cc3ccco3)C(=S)N2C(C)C)cc1 (stereo not drawn)	3%	0.5%	46%	-8%	-6%
O=C(COc1ccc([N+](=O)[O-])cc1)Nc1ccc2c(c1)OCO2	8%	i	62%	1%	4%
Cc1ccc(C)c(S(=O)(=O)N2CCN(C(=O)c3ccccn3)CC2)c1	2%	1.7%	6%	/	-4%
CC(CN1CCN(C)CC1)OC(=O)c1cccc(F)c1 (stereo not drawn)	4%	0.1%	10%	1%	-3%
O=C(NCCN1CCCC1)c1ccc2c(=O)n(CCc3ccccc3)c(=O)[nH]c2c1	?	8.0%	37%	-3%	3%
Cc1ccc(C(=O)c2sc(Nc3ccccc3)c(C#N)c2N)cc1	6%	0.1%	-9%	-4%	6%
COc1cc(NS(=O)(=O)c2ccc(NC(=S)NC(=O)c3cccs3)cc2)nc(OC)n1	-1%	0.7%	48%	7%	-1%
O=C(CN1C(=O)NC2(CCCC2)C1=O)NCCc1ccccc1	-3%	1.6%	-1%	/	-6%
O=C(c1ccc(F)cc1Cl)N1CCC2(CC1)OCCO2	5%	0.6%	-30%	6%	-5%
COc1cccc(N(C(C)=O)C2=NCCCS2)c1	3%	0.7%	-19%	-5%	14%
COc1ccc(N2CCN(Cc3nc4scc(-c5ccccc5)c4c(=O)[nH]3)CC2)cc1	37%	4.0%	-7%	-7%	-12%

6 neighbouring records from above, quoted:
SMILES	H37Rv inhibition	VEEV TC-83 Vero	tuberculosis growth	Salmonella PhoP GFP	influenza NS1A
Cc1ccc(C(=O)c2sc(Nc3ccccc3)c(C#N)c2N)cc1	6%	0.1%	-9%	-4%	6%
COc1cc(NS(=O)(=O)c2ccc(NC(=S)NC(=O)c3cccs3)cc2)nc(OC)n1	-1%	0.7%	48%	7%	-1%
O=C(CN1C(=O)NC2(CCCC2)C1=O)NCCc1ccccc1	-3%	1.6%	-1%	/	-6%
O=C(c1ccc(F)cc1Cl)N1CCC2(CC1)OCCO2	5%	0.6%	-30%	6%	-5%
COc1cccc(N(C(C)=O)C2=NCCCS2)c1	3%	0.7%	-19%	-5%	14%
COc1ccc(N2CCN(Cc3nc4scc(-c5ccccc5)c4c(=O)[nH]3)CC2)cc1	37%	4.0%	-7%	-7%	-12%

An excerpt of these results, in CSV form:
compound,H37Rv inhibition,VEEV TC-83 Vero,tuberculosis growth,Salmonella PhoP GFP,influenza NS1A
COCCN1CCn2c(nc3cc(NC(=O)c4ccc(OC)cc4)ccc32)C1,0%,7.2%,21%,2%,3%
CCN(C(=O)CSc1nnc(-c2ccncc2)n1-c1ccccc1)C1CCS(=O)(=O)C1 (stereo not drawn),12%,1.1%,12%,-8%,-10%
O=C(CCNS(=O)(=O)c1ccc(Br)cc1)N1CCN(c2ccccc2O)CC1,56%,8.0%,16%,2%,-9%
Cc1ccc(C(=O)c2sc(Nc3ccccc3)c(C#N)c2N)cc1,6%,0.1%,-9%,-4%,6%

The list goes on:
SMILES	H37Rv inhibition	VEEV TC-83 Vero	tuberculosis growth	Salmonella PhoP GFP	influenza NS1A
COc1ccc(C2CCCN2C(=O)Nc2ccccc2)cc1OC (stereo not drawn)	4%	0.9%	/	21%	25%
O=C(Nc1ccccc1N1CCCCC1)c1ccco1	55%	i	7%	-5%	-4%
COc1cc(NS(=O)(=O)c2ccc(N/C=C(\C#N)c3nc4cc(Cl)ccc4o3)cc2)nc(OC)n1	7%	6.7%	36%	6%	0%
COc1ccc(Cn2nc(C)n(N(C)c3ncc(C(F)(F)F)cc3Cl)c2=O)cc1	-6%	6.2%	28%	-4%	-3%
COc1ccc(NC(=O)CN(C)C(=O)c2ccc(N3CCOCC3)c([N+](=O)[O-])c2)cc1	1%	1.1%	0%	6%	-12%
CCOC(=O)c1sc(NC(=O)Cn2nnc3sc4c(c3c2=O)CCCC4)nc1C	-2%	0.9%	0%	-10%	0%
COc1ccccc1NC(=S)N(Cc1ccc(Cl)cc1)CC1CCC(C(=O)O)CC1 (stereo not drawn)	12%	3.9%	-4%	6%	4%
O=C(NCCOc1ccccc1)c1cc(S(=O)(=O)N2CCOCC2)ccc1F	3%	1.6%	0%	-4%	7%
Cc1cc(C)cc(-n2ccnc2SCC(=O)O)c1	-3%	1.2%	-2%	9%	1%
COc1cccc(S(=O)(=O)N2CCN(c3ccccc3F)CC2)c1	9%	i	25%	-24%	-7%
CSCCC(NC(=O)COc1ccccc1)C(=O)OCC(=O)c1ccccc1 (stereo not drawn)	-5%	1.7%	-10%	9%	-9%
C=CCc1ccc(OCC(O)CN2CCN(Cc3ccc(Cl)cc3)CC2)c(OC)c1 (stereo not drawn)	?	i	i	10%	8%
O=C(CCCc1ccccc1)NC12CC3CC(CC(C3)C1)C2	?	i	28%	-3%	10%
Cc1cc(C)n2c(SCC(=O)Nc3ccccc3)nnc2n1	-6%	1.5%	-2%	-7%	10%
C=CCC[C@H](Cc1ccc(F)cc1)C(=O)OC[C@H](Cc1c[nH]c2ccccc12)NC(=O)[C@@H](CC=C)CC(=O)N[C@@H](CO)Cc1ccccc1	4%	13%	9%	/	-7%
CC(C)(C)c1ccc(C(=O)NC(=S)NCc2ccco2)cc1	?	4.2%	?	3%	-13%
CCCCN(C(=O)c1ccco1)c1nnc(-c2cc(OC)c(OC)c(OC)c2)s1	0%	6.7%	1%	-4%	-3%
CC(CN1CCCCC1)NC(=O)c1cc(-c2ccccn2)nc2ccc(Cl)cc12 (stereo not drawn)	4%	i	20%	2%	16%
COc1ccc(-c2csc(NC(=O)CCS(=O)(=O)c3ccccc3)n2)c(OC)c1	-2%	7.9%	29%	-3%	-10%
O=C(CCS(=O)(=O)c1ccccc1)Nc1nnc(-c2ccco2)o1	0%	1.1%	7.7µM*	2%	-10%

Overlap with the part before: three entries, followed by the next part.
SMILES	H37Rv inhibition	VEEV TC-83 Vero	tuberculosis growth	Salmonella PhoP GFP	influenza NS1A
CC(CN1CCCCC1)NC(=O)c1cc(-c2ccccn2)nc2ccc(Cl)cc12 (stereo not drawn)	4%	i	20%	2%	16%
COc1ccc(-c2csc(NC(=O)CCS(=O)(=O)c3ccccc3)n2)c(OC)c1	-2%	7.9%	29%	-3%	-10%
O=C(CCS(=O)(=O)c1ccccc1)Nc1nnc(-c2ccco2)o1	0%	1.1%	7.7µM*	2%	-10%
O=[N+]([O-])c1cc(C(F)(F)F)ccc1NCCc1ccncc1	7%	i	39%	6%	8%
O=C1CCCc2c1nn(-c1ccccc1)[n+]2[O-]	-5%	0.6%	-9%	-9%	3%
O=C(O)c1cccc(NC(=O)c2cn(-c3ccccc3)nc2-c2ccc([N+](=O)[O-])cc2)c1	12%	4.4%	19%	-6%	6%
COc1ccc(OCCOC(=O)CNC(=O)c2ccc(C)cc2)cc1	-3%	1.4%	9%	-6%	-3%
CCOc1cccc(NC(=O)c2ccc(S(=O)(=O)N3CCCC3)cc2)c1	0%	7.2%	/	-40%	-12%
Cc1cc(F)ccc1S(=O)(=O)N1CCCOC1CNC(=O)C(=O)NCCc1c[nH]c2ccccc12 (stereo not drawn)	-6%	11%	17%	-4%	0%
O=C1CN(CC(=O)Nc2cccc(Cl)c2Cl)c2ccccc2N1	0%	0.6%	33%	-4%	11%
Cc1ccc(C2C(C(=O)c3cccs3)=C(O)C(=O)N2c2ccc(S(N)(=O)=O)cc2)cc1 (stereo not drawn)	1%	i	30%	-2%	-17%
COc1ccc(S(=O)(=O)N(C)CC(=O)Nc2ccc(C(N)=O)cc2)cc1OC	5%	i	3%	4%	4%
Cc1ccc(N2C(=O)N(CC(=O)Nc3ccccc3C(F)(F)F)C(=O)C2C)cc1 (stereo not drawn)	-8%	2.7%	-1%	/	-6%
N#Cc1c(NC(=O)C2CC(c3c(F)cccc3Cl)=NO2)sc2c1CCC2 (stereo not drawn)	-2%	1.6%	-10%	-4%	-6%
Cn1c(=O)c2[nH]c(CN3CCCCC3)nc2n(C)c1=O	/	1.2%	/	/	-20%
Cc1c(C(=O)C(=O)N2CC=C(c3ccccc3)CC2)c2ccccc2n1C	-11%	10%	4%	-10%	-3%
COc1ccc(OC)c(/C=N/NC(=O)C(=O)NCc2cccnc2)c1	6%	i	-5%	0%	-12%

Rows are unselected (roughly 1.5% active in at least one column).
